From PubChem BioAssay
GLP-1R agonist = GLP-1 receptor (human) agonism | P43220 | HEK293 GLP-1R CRE-luciferase, luminescence, 4-6 h; cells express a hypersensitive GLP-1R form | Potency, µM (series often up to 45.6 µM), without a hit: at the highest dose activation, usual class: activators | 380,000 tested, 0.007% active | AID 624172; further: potency means the concentration at half of the fitted maximal effect; % of control where 0% means no effect
Target sequence (P43220 whole entry, looked up): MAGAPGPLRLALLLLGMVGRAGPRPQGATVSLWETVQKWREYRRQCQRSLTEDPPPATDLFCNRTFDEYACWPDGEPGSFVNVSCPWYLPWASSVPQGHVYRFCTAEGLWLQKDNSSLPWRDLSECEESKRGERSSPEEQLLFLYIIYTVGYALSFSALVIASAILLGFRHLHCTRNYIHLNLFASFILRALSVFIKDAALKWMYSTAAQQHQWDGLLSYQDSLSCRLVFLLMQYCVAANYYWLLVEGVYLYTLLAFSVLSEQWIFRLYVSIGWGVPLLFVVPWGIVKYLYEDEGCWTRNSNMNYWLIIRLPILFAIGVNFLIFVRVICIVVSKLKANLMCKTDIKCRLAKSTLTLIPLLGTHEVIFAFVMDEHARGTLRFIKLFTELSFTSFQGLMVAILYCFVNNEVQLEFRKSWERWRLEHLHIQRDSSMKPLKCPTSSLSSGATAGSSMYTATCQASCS
D3 antag = blocks the human D3 dopamine receptor; 360,000 tested, 2.5% active; P35462; max response, negative = inhibition, %; AID 652054; D3R cells, DiscoveRx beta-arrestin luminescence, antagonist mode; active compounds read low; in the data active means max response below about -50%; inconclusive means no clear call, values can overlap the other calls; further: on the % scale 0 is the no-effect control and ±100 the full control effect; mostly tested at two doses, the higher about 12 µM
Target sequence (P35462 whole entry, looked up): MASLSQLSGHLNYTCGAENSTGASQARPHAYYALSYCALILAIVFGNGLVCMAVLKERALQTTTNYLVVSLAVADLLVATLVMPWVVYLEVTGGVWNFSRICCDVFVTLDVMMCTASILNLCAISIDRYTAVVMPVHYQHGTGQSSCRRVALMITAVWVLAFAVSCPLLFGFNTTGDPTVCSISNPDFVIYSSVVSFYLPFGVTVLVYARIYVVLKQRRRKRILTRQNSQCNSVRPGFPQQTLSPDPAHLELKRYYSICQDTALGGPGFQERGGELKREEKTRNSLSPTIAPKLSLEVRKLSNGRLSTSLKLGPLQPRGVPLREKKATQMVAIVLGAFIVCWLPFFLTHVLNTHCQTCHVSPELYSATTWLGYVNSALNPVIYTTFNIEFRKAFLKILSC
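Cells plated overnight at 1500 cells/well, then exposed to library compounds with dopamine controls for 90 minutes at 37 degrees C. DiscoveRx reagent added for 30–60 minutes at room temperature; luminescence read, quantitative HTS format.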
DRD3 agonist = D3 dopamine receptor (human) agonism. P35462. D3R DiscoveRx beta-arrestin cells, luminescence, 90 min. max activation, %. 410,000 tested, 0.58% active. AID 652048; in the data active means max activation above about 30%; further: 0% is about no effect; mostly tested at two doses, the higher about 12 µM
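Cells at 1500/well, incubated overnight, then treated with pinned compounds (dopamine as control) for 90 min at 37 degrees C. DiscoveRx reagent added for 30 - 60 minutes at room temperature; luminescence read.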
KB-V1 MDR tox = KB-V1 MDR subline cytotoxicity; 400,000 tested, 3.4% active; KB-V1 MDR cells viability, CellTiter-Glo, 72 h; Potency, µM (series often up to 46.1 µM), inactives show at the highest dose activity change, negative = cytotoxicity, usual class: cytotoxic; further: potency means the concentration at half of the fitted maximal effect; on the % scale 0 is the no-effect control and ±100 the full control effect; nearly all actives have a fitted effect of over 60% in size
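Cytotoxicity via CellTiter-Glo luminescence after 72 h compound exposure at 37 degrees C. Cells: drug-selected KB-V1 line, DMEM phenol-red free plus 10% FBS. Compounds tested at multiple concentrations; normalized data fitted to concentration-effect curves.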
SW480 rerep = DNA re-replication induction in SW480 cells | SW480 DNA re-replication, Hoechst DNA content imaging, 48 h | Potency, µM (doses to about 46.1 µM), for the others: at the top dose re-replication activation, hits mostly activators | 340,000 tested, 1.8% active; further: potency means the concentration at half of the fitted maximal effect; % of control where 0% means no effect; nearly all actives have a fitted effect of over 55% in size
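250 cells/well; 23 nL cpd via pin tool; 48 hr, 37 C, 5% CO2; Hoechst 40 min; imager read of total nuclear intensity, ex 405/em 500-530 nm.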
HT1080NT lethal = kills 2HG-producing HT-1080-NT fibrosarcoma cells | HT-1080-NT fibrosarcoma viability, CellTiter-Glo ATP luminescence, 48 h | Potency, µM (highest dose often 46.1 µM), inactives show at the highest dose activity, negative = less viability, usual class: cytotoxic | 360,000 tested, 1.6% active | AID 686970;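 further: NT is the 2HG producing partner of a matched IDH1 knockdown line; potency means the concentration at half of the fitted maximal effect; 0% = DMSO-treated cells and -100% = media-only wells without cells; nearly all actives have a fitted effect of over 55% in size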
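Read-out is CellTiter-Glo luminescence after 10 minutes at room temperature, following 48 hours' compound treatment of HT-1080-NT cells (750 cells/well, RPMI, 5% FBS, 37 degrees C).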
IL-1B inflam inh = inflammasome signaling inhibition, IL-1 beta readout. THP-1 LPS/ATP IL-1B secretion, AlphaLISA, 16 h; active compounds read low. activity change, % at 57.5 µM. 360,000 tested, 4.7% active. AID 743279; in the data active means activity change below about -50%; inconclusive means mostly about -30% to -49%; further: on the % scale 0 is the no-effect control and ±100 the full control effect
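THP-1 cells pretreated 1 hr with compounds (up to 57.5 uM final), then stimulated with LPS (250 ng/mL final) plus ATP (1.25 mM final); secreted IL-1B measured by AlphaLISA after 16 hr, decreased signal indicating inhibition.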
HT1080 IDH1KD tx = toxicity to HT-1080 IDH1 knockdown cells (counter line). HT-1080 IDH1 knockdown viability, ATP luminescence, 48 h. Potency, µM (top dose mostly 46.1 µM), inactives show at the highest dose activity, negative = toxicity, most hits filed as cytotoxic. 360,000 tested, 2% active;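 further: potency means the concentration at half of the fitted maximal effect; 0% = DMSO wells and -100% = cell-free medium wells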
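% activity derives from luminescence (CellTiter-Glo), normalised to DMSO and no-cell wells. HT-1080-IDH1KD cells, 750/well, had 48 h compound exposure at 37 °C.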
KB-3-1 tox = KB-3-1 parental cell cytotoxicity; KB-3-1 viability, CellTiter-Glo ATP luminescence, 72 h; Potency, µM (series often up to 46.1 µM), inactives show at the highest dose activity change, negative = cytotoxic, actives largely listed as cytotoxic; 400,000 tested, 1.4% active; AID 1347075; further: potency means the concentration at half of the fitted maximal effect; on the % scale 0 is the no-effect control and ±100 the full control effect; nearly all actives have a fitted effect of over 60% in size
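Multi-concentration cytotoxicity screen in KB-3-1 cells grown in DMEM lacking phenol red with 10% FBS. After 72 h at 37 °C with compound, ATP-dependent luminescence was recorded.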
Active calls of the source: *; ? = inconclusive; · = not tested or not shown; & = joins results of further samples; [ ] = remark or other dose. Unless noted, the call rests on the fitted dose curve; in most records, active means well fitted curve in the direction sought with a large enough effect; inconclusive means small, poorly fitted or top-dose-only effect, or another doubt; inactive means no such curve, though single readings can be large; an effect the other way counts as inactive or inconclusive.

no.	SMILES	GLP-1R agonist	HT1080NT lethal	KB-3-1 tox	KB-V1 MDR tox	IL-1B inflam inh	SW480 rerep	DRD3 agonist	HT1080 IDH1KD tx	D3 antag
1	Cc1sc2nc(CSCC(=O)Nc3ccc(C(F)(F)F)cc3)[nH]c(=O)c2c1C	-6.8%	-6.2%	22.5%	7.1%	0.0	-9.4%	8.5	-6.0%	8.6
2	CC(C)c1ccccc1OCCCCCNCCO	-0.7%	?	-5.4%	-5.2%	-54.2*	1.1%	-20.9	11.5%[9.24 µM]	-52.4*
3	CN1OC[C@@H]2CN(C(=O)C(C)(C)C)[C@H](c3ccc(-n4ccnc4)cc3)C[C@@H]21	0.6%	19.5%	0.0%	0.0%	-20.8	·	7.7	18.9%	22.8
4	COC(=O)[C@H]1C[C@H](O)CN1S(=O)(=O)c1ccc(Br)cc1F	-0.5%	1.7%	-26.5%	-18.9%	-6.5	-69.7%[inhibitor]	7.1	-0.3%	-3.5
5	COC(=O)c1ccccc1NC(=O)CN1CCc2ccccc2C1	17.2%	-24.8%	0.5%	?	-13.5	?	-4.4	-6.6%	-15.0
6	O=C(O)c1ccc(Cl)c(S(=O)(=O)N2CCC(Cc3ccccc3)CC2)c1	-1.5%	15.9%	5.7%	22.8%	-0.8	-7.1%	-0.6	9.4%	-3.5
7	Cc1cc(NC(=O)Cn2nc3c(cc2=O)CCCC3)ccc1Br	8.7%	-5.3%	-0.9%	-10.9%	-10.8	6.8%	-13.9	-3.1%	-25.8
8	Cc1cc(C)c2c(=O)[nH]c(SCc3ccccc3)nc2n1	17.1%	-14.3%	2.5%	-18.9%	1.8	-94.8%[inhibitor]	-5.1	-1.8%	?
9	CC(=O)N1CCSc2ccc(S(=O)(=O)Nc3cccc(C)c3)cc21	-0.9%	-6.7%	-15.7%	?	14.2	-11.9%	1.9	-23.5%	-2.0
10	COc1ccc(CCN(C)C(=O)c2cc(S(=O)(=O)N3CCCCC3)ccc2Cl)cc1OC	33.2%	-5.4%	-4.3%	?	6.2	-91.0%[inhibitor]	11.0	-2.6%	-2.5
11	Cn1nnnc1SCC(=O)Nc1nc(-c2ccc(F)c(F)c2)cs1	-0.3%	7.9%	-2.5%	-13.4%	0.0	-3.4%	4.3	5.2%	5.4
12	C=CCn1c(SCC(=O)Nc2ccc(N3CCOCC3)cc2)nc2ccccc2c1=O	-1.9%	3.6%	16.3%	51.8%	29.0	-0.1%	5.3	8.6%	14.1
13	COc1ccc(OC)c(NC(=O)CCC(=O)N(Cc2ccc(OC)c(OC)c2)c2nccs2)c1	20.0%	-1.5%	2.3%	7.2%	24.4	?	-5.1	3.4%	-6.1
14	O=C(O)CSc1ccc(Oc2ccc(SCC(=O)O)cc2)cc1	0.3%	7.2%	-4.9%	7.9%	3.7	-5.5%	10.6	15.8%	11.2
15	NC(=O)c1cnn2c(-c3ccc(Cl)cc3Cl)ccnc12	4.1%	-1.5%	-1.0%	-2.7%	5.2	0.3%	-3.2	10.9%	-12.7
16	COC(=O)CCC(=O)c1oc2ccccc2c1N	12.4%	-0.8%	6.1%	7.7%	7.7	-3.3%	-1.0	-3.1%	-17.0
17	C[C@H](CO)N1C[C@H](C)[C@H](CN(C)C(=O)Nc2cccc(F)c2)Oc2cc(C#CC3(O)CCCC3)ccc2S1(=O)=O	0.4%	4.6%	-21.4%	6.2%	6.7	·	0.0	-1.1%	6.5
18	CN(C)c1ccc(NC(=O)c2ccncc2)c2ccccc12	7.6%	-0.4%	6.8%	5.3%	7.7	-0.5%	1.9	4.4%	-16.7
19	O=C(CSc1nc(O)c(C2CCCCC2)c(=O)[nH]1)Nc1ccccc1Cl	0.6%	12.4%	4.1%	5.1%	-0.2	-1.3%	-2.2	7.8%	-0.2
20	CC(C)(C)C(=O)Nc1cc(NC(=O)C(C)(C)C)cc(C(=O)NNC(=O)c2ccncc2)c1	-6.1%	-20.0%	-7.7%	0.0%	?	-42.1%[inhibitor]	14.0	-0.1%	-15.3
21	Cc1nnc(-n2cnc3ccccc32)c2ccccc12	1.4%	14.8%	12.9%	-0.3%	67.4	-11.8%	4.1	5.7%	-14.3
22	O=C(NC(c1ccc(Cl)cc1)c1cnccn1)C1CCN(Cc2ccccc2)CC1 (configuration not stated)	10.6%	6.7%	0.0%	-1.9%	-2.1	·	-15.2	3.8%	18.7
23	COc1cccc(C(=O)n2ccc(-c3cccs3)n2)c1	-2.4%	-2.0%	7.9%	19.1%	22.7	-3.9%	12.7	-13.1%	-12.4
24	Cc1ccccc1CC(=O)Nc1ccc2c(c1)c(=O)n(C)n2-c1ccccc1F	6.1%	-6.8%	0.0%	3.3%	-12.6	·	-6.0	0.0%	-19.6
25	Cc1ccc(N2CCN(S(=O)(=O)N(C)C)CC2)cc1C	16.3%	2.1%	-16.5%	-41.5%	10.7	-0.2%	3.6	-0.8%	-7.7

Reprinted from the part before: 3 entries, then new ones.
no.	SMILES	GLP-1R agonist	HT1080NT lethal	KB-3-1 tox	KB-V1 MDR tox	IL-1B inflam inh	SW480 rerep	DRD3 agonist	HT1080 IDH1KD tx	D3 antag
23	COc1cccc(C(=O)n2ccc(-c3cccs3)n2)c1	-2.4%	-2.0%	7.9%	19.1%	22.7	-3.9%	12.7	-13.1%	-12.4
24	Cc1ccccc1CC(=O)Nc1ccc2c(c1)c(=O)n(C)n2-c1ccccc1F	6.1%	-6.8%	0.0%	3.3%	-12.6	·	-6.0	0.0%	-19.6
25	Cc1ccc(N2CCN(S(=O)(=O)N(C)C)CC2)cc1C	16.3%	2.1%	-16.5%	-41.5%	10.7	-0.2%	3.6	-0.8%	-7.7
26	CCOC(=O)C(=O)Nc1ccc(S(=O)(=O)Nc2nccc(C)n2)cc1	-6.6%	10.5%	6.7%	0.0%	16.4	·	2.8	9.8%	15.6
27	COC(=O)c1ccc(CSc2nc3ccccc3c(=O)n2-c2cccc(OC)c2)o1	22.9%	?	-6.1%	3.8%	?	-0.1%	25.2	8.1%[9.24 µM]	34.2
28	CCOC(=O)C1CCN(Cc2ccc(OC)c(C)c2OC)CC1	6.5%	-0.6%	0.6%	?	-2.8	-1.9%	-8.3	8.2%	0.0
29	CCC1CCCCN1C(=S)Nc1ccc(C(C)=O)cc1 (configuration not stated)	-17.0%	13.6%	-10.4%	-13.2%	-1.3	·	5.6	13.2%	4.0
30	O=C(CN1CCN(S(=O)(=O)c2ccc3ccccc3c2)CC1)Nc1ccc2c(c1)CCC2	5.0%	0.8%	1.8%	18.4µM*	2.5	21.7%	-3.2	9.8%	13.4
31	CN1CCN(c2ccccc2NC(=O)c2ccc([N+](=O)[O-])o2)CC1	-24.0%	1.2%	·	·	-8.8	2.31µM*	-16.2	-5.8%	0.0
32	CCOc1ccc(CCNC(=O)COC(=O)c2nc3nc(C)cc(C)n3n2)cc1OCC	7.2%	0.7%	5.0%	?	8.6	-0.5%	-4.3	-0.8%	-8.1
33	CC(CCc1ccccc1)NCc1ccc(Cl)cc1Cl (configuration not stated)	16.3%	2.9%	-5.4%	-16.7%	-70.4*	-14.6%	-3.1	-0.4%	?
34	COc1ccc(C(=O)C(O)C(c2ccc(C)cc2)N2CCOCC2)cc1OC (configuration not stated)	3.5%	19.1%	8.2%	11.2%	41.3	-11.3%	11.5	12.6%	-13.9
35	NC(N)=N/N=C/c1ccc(OCc2ccccc2)cc1	-17.4%	17.8µM*	?	-25.4%	-83.1*	0.3%	6.3	?	-8.1
36	COc1cccc(NC(=O)c2cn(C)c(=O)c3cc(OC)c(OC)cc23)c1	12.2%	-1.9%	?	-0.2%	8.3	?	6.0	10.3%	16.8
37	CCOc1ccc2[nH]c3ncccc3c(=O)c2c1	12.0%	-16.0%	?	?	-59.7*	?	13.2	-13.5%	-20.8
38	COc1cc(/C=C/C(=O)OCC(=O)NC2CCCCCCC2)ccc1O	3.7%	-0.4%	0.2%	?	8.7	-2.4%	-4.1	0.3%	-0.9
39	Clc1ccc(CNc2ccc(CNc3ncn[nH]3)cc2)cc1	7.4%	7.6%	?	18.4µM*	1.1	2.6%	0.6	-2.4%	0.0
40	Cc1nnc(NCC=Cc2ccccc2)s1	-3.7%	22.0%	0.0%	-1.0%	32.2	·	8.0	6.1%	9.0
41	COc1ccc(NC(=O)CN(C)C(=O)c2cccnc2Sc2ccc(C)c(C)c2)cc1	0.8%	-1.7%	0.3%	-11.9%	-0.9	1.4%	-12.5	-8.3%	-2.1
42	COc1ccc(-c2ccnc3[nH]n(-c4ccccc4)c(=O)c23)cc1	-0.9%&-8.3%	19.1%	10.4%&-2.4%	0.0%&-9.5%	-2.7	0.6%	8.8&-5.6	17.0%	-0.4
43	CCN(CC)Cc1cc(Oc2ccc(O)c(CN(CC)CC)c2)ccc1O	-8.3%	-4.5%	-8.6%	-18.4%	-72.1*	·	-14.8	11.5%	?
44	COC(=O)c1ccc(C(=O)Nc2ccc3nc(-c4ccncc4)[nH]c3c2)cc1	13.0%	-0.9%	16.7%	0.0%	-24.2	-3.2%	0.2	11.5%	19.0
45	Cc1ccccc1C(C)(O)c1cnc(C)n1Cc1ccccc1 (configuration not stated)	4.4%	-6.1%	?	?	-3.6	·	2.4	0.3%	14.3
46	CN(C)C(=O)C(Sc1ccc(S(=O)(=O)N2CCCC2)cn1)c1ccccc1 (configuration not stated)	1.1%	9.6%	3.6%	2.4%	0.0	-6.8%	0.8	7.4%	33.7
47	COc1cc(N)cc(NC(=O)c2ccncc2)c1	-3.6%	-12.4%	24.6%	14.1%	-2.8	-5.8%	0.7	9.0%	20.5
48	COc1cccc(N/C(SCc2cccc([N+](=O)[O-])c2)=C(/C#N)C(=O)NCc2cccs2)c1	8.0%	-3.2%	8.6%	-0.7%	-55.3*	6.5%	0.6	0.2%	-12.4
